Screening results: PubChem, several laboratories
hDAT+cocaine: changed hDAT dopamine uptake under cocaine IC80, either direction, primary screen, cocaine antagonist project, cell-based, LLC-PK1 hDAT, [14C]-dopamine uptake, MLSMR | 1.3% of 110,000 active | Sodium-dependent dopamine transporter (Homo sapiens), Q01959 | LLC-PK1 hDAT cells, [14C]-dopamine uptake with cocaine IC80; actives deviate in either direction | B-score at 10 µM | AID 449768, 2010;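 active = Z score or B-score, a plate-position-corrected score, falls beyond the plate's 99.7% confidence bounds, in either direction; inactive = both scores lie inside the 99.7% bounds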;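 also: scored against the spread of the other compound wells on the same plate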
PTPN22 act: LYP phosphatase activators, primary screen, biochemical, DiFMUP fluorescence, 2 µM; Tyrosine-protein phosphatase non-receptor type 22 (Homo sapiens), Q9Y2R2; recombinant LYP; 0 = plate median, 100 = signal doubled; activation, % at 2 µM; 0.11% of 96,000 active; AID 697, 2007;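 active = activation at 2 µM above a set limit, the mean plus 5 SD, cut at about 37% in these data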
Target sequence (Q9Y2R2 whole entry, looked up): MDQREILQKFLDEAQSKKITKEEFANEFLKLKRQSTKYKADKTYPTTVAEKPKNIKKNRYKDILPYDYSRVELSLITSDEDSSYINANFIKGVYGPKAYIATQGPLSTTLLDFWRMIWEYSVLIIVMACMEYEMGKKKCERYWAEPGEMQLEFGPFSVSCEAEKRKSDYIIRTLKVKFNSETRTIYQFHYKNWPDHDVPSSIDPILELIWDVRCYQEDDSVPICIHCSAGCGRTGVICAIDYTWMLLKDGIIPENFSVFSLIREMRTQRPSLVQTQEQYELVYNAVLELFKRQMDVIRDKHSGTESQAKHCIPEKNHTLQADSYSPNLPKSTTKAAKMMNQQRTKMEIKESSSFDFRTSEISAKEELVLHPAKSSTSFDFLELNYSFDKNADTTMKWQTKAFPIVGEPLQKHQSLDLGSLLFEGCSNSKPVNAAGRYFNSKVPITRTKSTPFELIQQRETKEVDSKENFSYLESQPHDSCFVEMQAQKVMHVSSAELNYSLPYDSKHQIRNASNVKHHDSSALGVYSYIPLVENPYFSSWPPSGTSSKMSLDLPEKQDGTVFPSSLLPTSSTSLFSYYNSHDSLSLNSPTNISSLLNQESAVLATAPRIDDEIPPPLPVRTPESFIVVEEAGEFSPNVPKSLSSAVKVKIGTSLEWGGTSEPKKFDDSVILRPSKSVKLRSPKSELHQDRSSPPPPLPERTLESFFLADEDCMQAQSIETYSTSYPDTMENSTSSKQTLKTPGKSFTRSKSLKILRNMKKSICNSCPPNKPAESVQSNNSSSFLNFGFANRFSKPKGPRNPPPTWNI
Pyk2 oligo antag: antagonists of Pyk2 self-association, primary screen, Q293 cells, FERM NanoBiT luminescence, HTS; stronger effect = lower value; z-score (the deposit names both 25 µM and 10 µM); 0.83% of 99,000 active; AID 1347419, 2020;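 active = Z-score of -3 or lower, scaled per plate to the spread of control and sample wells; inactive = z-score above -3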;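 also: negative z-score means lost luminescence so less FERM oligomerization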
PostGolgi ctrl: growth inhibition of yeast control strain, primary screen, counter-screen for post-Golgi transport modulator project. AID 738, 2007. efflux-deficient yeast background strain, growth absorbance A615, 16 h. 5% of 98,000 active. inhibition, % at 10 µM
LYP inh 2: PTPN22 phosphatase inhibitors, primary screen, biochemical, DiFMUP fluorescence, 2 µM; recombinant LYP catalytic domain; inhibition, % at 2 µM; 0.21% of 96,000 active;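 active = inhibition at 2 µM at or above a set limit, the screen mean plus 3 SD, cut at about 24% in these data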;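 also: 0% = DMSO with enzyme and 100% = enzyme fully blocked by orthovanadate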
CYP2C9 activ: human CYP2C9 activators, primary screen, biochemical, luminescence | recombinant CYP2C9, luciferin-H conversion; stronger effect = higher value; factor 1 = untreated enzyme, 0 = blocked | activation factor at 5 µM | 1.4% of 96,000 active | AID 1024, 2008;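 active = activation factor of 2 or more for CYP2C9 at a 5 µM dose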;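 also: 0 = sulfaphenazole-blocked wells and 1 = vehicle-only wells; values of inactives mirror those of a sister screen read the other way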
CYP2C9 inh: blockers of cytochrome P450 2C9 activity – biochemical, luminescence, ADME assay, primary screen; P11712; CYP2C9 Supersomes, luciferin-H conversion; inhibition, % at 5 µM; 20% of 96,000 active;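 active = blocking of liver enzyme CYP2C9 beyond about 50% at 5 µM, limit read from the data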; also: values of inactives mirror those of a sister screen read the other way
E coli WT exp: growth inhibitors of wild-type E. coli, primary screen, strain BW25113, expanded library, OD600; 0.15% of 98,000 active; growth inhibition, % at 100 µM; AID 710, 2007; OD600 absorbance;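 active = growth inhibition above about 50% at one test dose, limit read from the data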;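 also: growth measured after 20 h incubation at 37 °C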
PostGolgi yeast: phenotypic screen on post-Golgi transport, primary screen; post-Golgi transport phenotypic cell assay; inhibition, % at 10 µM; 0.9% of 98,000 active; AID 739, 2007;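 also: yeast cells grown in 1536-well plates; yeast grown about 18 h at 30C before absorbance read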
An asterisk follows results filed as active; / = no result given. Rule as the data show it, unless noted: active = inhibition above about 30%; inactive = the rest.

SMILES	hDAT+cocaine	PTPN22 act	Pyk2 oligo antag	PostGolgi ctrl	LYP inh 2	CYP2C9 activ	CYP2C9 inh	E coli WT exp	PostGolgi yeast
COC(=O)CSc1nc2cc(C)cc(C)c2cc1C#N	0.77	0	1.2	-3	1	1	3	-1	-11
O=C1CC(c2ccccc2)Cc2nc(NCc3ccco3)ncc21 (centres undefined)	/	1	0.5	24	-2	0.5	51*	-1	0
CC(C)N(CCNS(=O)(=O)c1ccc(Cl)cc1)C(C)C	3*	1	0.36	1	-2	0.5	54*	7	-5
O=C(CSc1nc2ccccc2o1)Nc1ccccc1	-0.87	0	1.6	-3	2	1	2	14	-5
Cn1cc(S(=O)(=O)CC(=O)N2CCc3ccccc32)c2ccccc21	-0.56	6	/	8	-7	0.6	42	-4	4
O=C(N/N=C/c1ccccc1Cl)c1cccc(F)c1	-0.17	-9	-0.6	-2	14	0.7	29	2	-22
Cc1ccc(S(=O)(=O)Nc2nc3ccccc3nc2N2CCc3ccccc3C2)cc1	/	-10	-1.2	19	14	0	96*	-25	-6
O=C(NCCc1ccccc1)c1ccc(OCCOc2ccccc2)cc1	-1.4	-5	-0.48	1	9	1.1	-10	-7	0
CSC1=C(C#N)C(c2ccc(C)cc2)C2=C(CCCC2=O)N1 (centres undefined)	-0.82	-9	-0.49	-7	8	0.8	16	0	-2
O=C(CSc1ncn[nH]1)NC1CC2CCC1C2 (centres undefined)	-1.4	8	1.4	10	-9	1	1	1	-2
Cc1nnc(Sc2cc(C(=O)NCc3ccco3)c3ccccc3n2)s1	0.45	0	0.26	8	-1	0.8	16	-4	10
Cc1c(C(=O)O)c(=S)sn1CCOc1ccccc1	-0.53	8	2.2	-4	-14	1	0	-2	1
O=C(C1CCCO1)N1CCN(c2c3c(nc4cc(-c5ccc(F)cc5)nn24)CCC3)CC1 (centres undefined)	1.1	-2	-0.58	19	0	0.8	21	-1	-2
Cc1cc(OCCN2CCCC2)ccc1C(C)C	0.048	6	-0.37	-1	-3	/	/	7	-4
COC(=O)c1ccccc1N=C(SC)N(C)C	-0.21	-5	0.41	1	5	0.9	9	-2	-5
CCSc1nc(C2CC2)cc(-c2cccs2)c1C#N	-1.4	-3	-1.1	2	5	0.6	41	-1	14
CN1CCN(CC#CCn2c3ccccc3c3ccccc32)CC1	-1.2	5	0.18	-3	-7	1.4	-38	2	-3
O=c1[nH]cnc2scc(-c3cccs3)c12	0.33	3	0.61	10	-6	/	/	-4	16
CCN(CCCNC(=O)CC1Oc2ccc(C)cc2NC1=O)Cc1ccccc1 (centres undefined)	0.77	/	/	8	/	1	-1	5	3
O=C(COc1ccccc1)Nc1ccccc1N1CCN(c2ccc(F)cc2)CC1	0.21	-12	-0.89	-2	13	0.9	8	-2	-5
CCCCCn1c(CN2CCN(C)CC2)nc2c1c(=O)n(C)c(=O)n2C	/	-1	/	0	1	1.1	-14	-3	-1
Cc1nn(Cc2ccccc2Cl)c(C)c1NC(=O)C1C2CCC(O2)C1C(=O)O (centres undefined)	-1.5	-4	-0.71	-2	1	0.7	27	5	5
CCOc1ccc(S(=O)(=O)Nc2cccc(Cl)c2)cc1	-0.38	-2	-0.8	/	4	/	/	/	/
COC(=O)c1cc(C)sc1NC(=O)CCCC(=O)O	0.3	0	0.29	9	3	1.1	-6	-8	13
Brc1ccc(-c2csc(/N=C/N3CCOCC3)n2)cc1	1	-2	0.73	27	6	0.8	23	-1	2
SMILES	hDAT+cocaine	PTPN22 act	Pyk2 oligo antag	PostGolgi ctrl	LYP inh 2	CYP2C9 activ	CYP2C9 inh	E coli WT exp	PostGolgi yeast
O=C(CSC1CC(=O)N(CC(c2ccccc2)c2ccccc2)C1=O)Nc1ccc(Cl)cc1 (centres undefined)	-0.39	6	-1.3	41*	-1	0.1	85*	-22	11
Cc1ccc(/C=N/NC(=O)C2=NNC(c3ccccc3)(c3ccccc3)C2)c(O)c1	-0.16	-8	1.2	/	2	/	/	/	/
CCOC(=O)C1=C(C)NC(=O)NC1c1ccc(OCCO)c(OC)c1 (centres undefined)	-0.045	11	0.1	-1	-8	1	-2	4	-7
O=C(CCSc1ccccc1)Nc1ccc(OCc2ccccc2)cc1	0.94	4	0.45	12	2	0.9	6	-4	-6
CC(C)(C)/C(O)=C(/C#N)c1nc2ccccc2[nH]1	-1.5	-4	0.3	11	5	0.4	64*	5	8
CCCc1cc(=O)[nH]c(Nc2cc(OC)ccc2OC)n1	0.12	2	-0.35	8	-3	0.6	43	-3	3
Fc1ccc2[nH]c3c(NCCN4CCOCC4)ncnc3c2c1	-0.27	13	1.8	4	-16	0.7	30	12	1
COc1cc(C(C#N)N2N=C(c3ccccc3)CC2c2ccccc2)ccc1O (centres undefined)	-0.11	8	-0.33	12	-4	0.4	58*	-8	-8
COc1ccc(C(F)(F)F)cc1N/C=C\c1nnnn1-c1ccc(C)cc1	0.076	4	-0.03	0	-2	0.6	45	-16	8
COc1ccc2c(c1)CCc1c(C(=O)N3CCCCCC3)noc1-2	1.3	-4	-0.77	8	3	0.8	16	8	-4
O=c1[nH]c2cc(Cl)ccc2n(CCNc2ncc(C(F)(F)F)cc2Cl)c1=O	/	4	0.84	8	-1	1.1	-6	-11	-6
CC(=O)OC1CSc2nc3ccccc3n2C1 (centres undefined)	0.89	12	-0.49	5	-9	/	/	8	1
CC(N=Cc1nc(-c2ccccc2)oc1O)c1ccccc1 (centres undefined)	1.5	7	-1.7	19	-8	0.3	67*	-2	-4
CCOc1ccc(NC(=O)NCC2CCN(c3ccc(OC)cc3)C2)cc1 (centres undefined)	0.21	-8	0.25	9	8	0.8	24	-13	2
CCOC(=O)C1=C(c2ccccc2)N2CCS(=O)(=O)N=C2S1	-0.65	-11	1.6	-6	15	1	0	1	19
Cc1ccc2c(c1)sc[n+]2Cc1ccccc1	-0.58	2	-0.22	11	0	0.3	68*	-5	8
Nc1nc(NC(=O)c2cccnc2)nn1-c1ccccc1	-0.75	-8	0.22	3	7	1	3	-1	1
COc1ccccc1C(=O)NC(C)c1nc2ccccc2[nH]1 (centres undefined)	-0.43	20	0.52	18	-22	0.5	55*	3	1
O=C(COc1ncnc2c(Cl)cc(Cl)cc12)N1CCN(S(=O)(=O)c2ccccc2)CC1	-0.079	11	0.1	1	-9	1.1	-8	-3	18
CC(C)NC(=O)NC(=O)CSc1nnc(COc2ccccc2Cl)o1	-0.17	-1	-0.05	3	5	0.7	28	5	-5
O=C(c1cn(-c2ccccc2)nc1-c1cccs1)N1CCN(c2ccccc2)CC1	0.19	2	1	44*	1	0	98*	-18	-1
CCOC(=O)N1CCN(c2c(NCCCN3CCCCCC3)c(=O)c2=O)CC1	-0.18	-4	/	9	0	1.1	-11	4	-2
C=CCn1c(=N)n(CC(=O)O)c2ccccc21	1.4	-4	-0.19	16	2	1	4	-7	5
Cc1nnc(NC(=O)c2cccc(F)c2)s1	/	-3	0.9	-4	2	1	1	-5	0
CCOC(=O)c1c(C)c(-c2ccccc2)n(CC(=O)N2CCCC2)c1C	1.7	1	/	23	-4	0.6	43	-6	2
SMILES	hDAT+cocaine	PTPN22 act	Pyk2 oligo antag	PostGolgi ctrl	LYP inh 2	CYP2C9 activ	CYP2C9 inh	E coli WT exp	PostGolgi yeast
OC(CNc1ccccc1)COc1ccc(OCC(O)CNc2ccccc2)cc1 (centres undefined)	1.9	3	0.64	11	0	0.3	67*	3	-5
C/C(CCC12CC3CC(CC(C3)C1)C2)=N\NC(N)=S	-0.055	-2	-0.05	45*	4	0.9	8	-2	86*
FC(F)(F)c1nnc2c(Sc3ccccc3)nc3ccc(Cl)cc3n12	-0.006	2	0.68	15	0	0.7	26	-5	-3
CCOC(=O)NC(Nc1sc2c(c1C(=O)OC)CCN(C)C2)(C(F)(F)F)C(F)(F)F	-1.6	1	-0.95	-9	-4	1	0	2	3
COc1ccccc1N1CCN(C2CCCC(C)C2)CC1 (centres undefined)	-0.0046	-3	0.94	12	2	1	-5	5	9
COc1ccc2c(c1OC)C(=O)OC2Nc1ccccn1 (centres undefined)	-0.77	-1	0.05	8	-3	1.1	-15	-7	7
COc1nc(NS(=O)(=O)c2ccc(C)cc2)nc(C)c1Cl	-2.3	28	-0.58	11	-30	0.3	71*	-1	-4
Cc1cccc(OCCCn2c(=O)sc3ccccc32)c1	0.19	-4	-0.82	12	6	1.1	-10	5	10
Nc1c(-c2ccc(Cl)cc2)cnn1C1CCS(=O)(=O)C1 (centres undefined)	-0.32	1	0.8	2	0	1.1	-6	17	28
CCOc1ccc(OCC)c(NC(=O)CCn2cccc2)c1	-0.23	8	-0.04	9	-8	0.9	9	4	0
COc1cccc(Cn2c(C3CC3)nc3ccc(NC(=O)c4ccco4)cc3c2=O)c1	/	13	/	31*	-10	0.9	6	-11	3
CC(C)/C=C1\CCCCC1N(C)C(=O)NC(C)C (centres undefined)	-1.8	-3	-0.5	1	0	0.7	35	-3	22
O=C(O)c1ccccc1CSc1ncn[nH]1	0.38	-2	1.2	19	5	1.2	-20	-4	9
COC(=O)c1cc(OC)c(OC)cc1NC(=O)Cc1ccccc1[N+](=O)[O-]	0.56	0	-0.11	9	-1	1	-1	4	-1
CCCCNC(=O)c1cc2c(=O)n3cccc(C)c3nc2n(Cc2ccncc2)c1=N	1.7	-3	-0.31	0	3	0.6	44	7	-6
CC(=O)Oc1ccc(C)cc1-n1nc2ccccc2n1	-0.016	-5	-0.33	6	6	0.8	21	2	8
COc1ccc(S(=O)(=O)N(CC(=O)N2CCOCC2)Cc2ccccc2)cc1C	2.2	6	-0.48	8	-4	0.7	27	6	5
CC1CCCCN1CCCNC(=O)C1CCN(c2nc3ccccc3o2)CC1 (centres undefined)	-0.31	/	/	-11	/	0.9	13	5	24
Cc1ccc(-n2nc(C)c3c(-c4cccs4)c(C#N)c(N)nc32)cc1	-1.3	-1	-2.8	5	2	0.5	47	-8	3
CN1C(=O)SC(Nc2cccc3ccccc23)C1=O (centres undefined)	-0.76	4	-1.7	/	-2	/	/	/	/
CCN(CC)c1nc(N)nc(NS(=O)(=O)c2ccc(Cl)cc2)n1	-0.14	1	-0.4	-14	-1	1	3	-1	0
Cc1csc(=O)n1CC(=O)OCc1cccc2ccccc12	1.2	/	-0.37	5	/	/	/	-4	2
COc1ccc(-c2cc(C)nc(SCC(=O)c3cccc([N+](=O)[O-])c3)n2)cc1	-0.93	6	-1.5	23	-2	1	3	-10	4
CC(=O)Nc1cccc2c1C(=O)NC2=O	-0.36	-7	0.35	6	10	1.1	-13	-1	-2
CC(C)(C)C(=O)N1CCN(c2c(Cl)cccc2[N+](=O)[O-])CC1	1.2	7	-0.61	16	-3	0.1	85*	5	2

3 entries from above, as a markdown table.
| Structure | hDAT+cocaine | PTPN22 act | Pyk2 oligo antag | PostGolgi ctrl | LYP inh 2 | CYP2C9 activ | CYP2C9 inh | E coli WT exp | PostGolgi yeast |
| --- | --- | --- | --- | --- | --- | --- | --- | --- | --- |
| O=C(O)c1ccccc1CSc1ncn[nH]1 | 0.38 | -2 | 1.2 | 19 | 5 | 1.2 | -20 | -4 | 9 |
| COC(=O)c1cc(OC)c(OC)cc1NC(=O)Cc1ccccc1[N+](=O)[O-] | 0.56 | 0 | -0.11 | 9 | -1 | 1 | -1 | 4 | -1 |
| CCCCNC(=O)c1cc2c(=O)n3cccc(C)c3nc2n(Cc2ccncc2)c1=N | 1.7 | -3 | -0.31 | 0 | 3 | 0.6 | 44 | 7 | -6 |

Compounds as they come; any-hit rate near 24%.
